NS5 inhibitors: Dengue-2 NS5 methyltransferase inhibitors, primary screen, biochemical, confirmation dose response (AID 588689). hit rate 0.3% among 340,000. one-dose inhibition, % at 25 µM; IC50 in µM for titrated hits. Dengue-2 NS5 methyltransferase capping enzyme assay, biochemical; higher % means a stronger effect; in the data active = a potency from the dose series
UTI89 phage lysis: protection from phage-mediated lysis, alamar blue read-out – E. coli UTI89, K1F phage, bacterial capsule biogenesis inhibitors (AID 488966); E. coli UTI89 K1F phage lysis, alamar blue, 2 h; higher % means a stronger effect; inhibition, % at 100 µM; hits with a dose series show IC50 in µM; hit rate 0.02% among 340,000;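 active = phage lysis inhibition, versus mean bacterial control, above a set limit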;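 also: capsule biogenesis inhibitors block K1F phage lysis so surviving cells raise fluorescence; higher fluorescence means more inhibition of phage lysis; actives were called in the ten point dose series up to 300 µM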
West Nile antiviral: inhibition of WNV-induced cytopathic effect – cell-based, CPE readout (AID 1621) | West Nile virus-infected cells, CPE inhibition; higher % means a stronger effect | hit rate 0.02% among 290,000 | CPE inhibition, % at 10 µM, or IC50 in µM where a hit was titrated; in the data active = a potency from the dose series; also: strong numbers were not always called active
Large T inhibition: TAg ATPase/helicase activity blockers – biochemical (AID 1903) | hit rate 0.39% among 310,000 | SV40 large T antigen ATPase/helicase inhibition assay; higher % means a stronger effect | inhibition, % at 20 µM; hits with a dose series show IC50 in µM; in the data active = a potency from the dose series; also: strong numbers were not always called active
XIAP displacement: small molecules displacing peptide from XIAP – biochemical, IAP family, fluorescence polarization (AID 1018) | XIAP BIR domain, fluorescence polarization peptide displacement; higher % means a stronger effect | displacement, % at 20 µM, or IC50 in µM where a hit was titrated | hit rate 0.007% among 200,000; in the data active = displacement above about 50%; also: a part of the inactive calls stands beside numbers as strong as those of hits
WT yeast gro inh: growth inhibition of WT yeast, mitochondrial fusion screen | mitochondrial fusion phenotypic screen, WT strain | inhibition, % at 10 µM | hit rate 2.1% among 190,000 | AID 1362; in the data active = inhibition above about 58%; tested in S. cerevisiae
CSM14.1 death rescue: rescue of cells from ER stress-induced death, primary screen, 384-well, CSM14.1, thapsigargin, ATP luminescence (AID 1222); CSM14.1 thapsigargin-induced death rescue, ATP luminescence; higher % means a stronger effect; cellular ATP content (survival), % at 20 µM; hits with a dose series show EC50 in µM; 190,000 tested, under 10 active;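 active = EC50 below 50 µM in the dose-response confirmation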;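 also: death triggered by thapsigargin at about 15 µM added after 2 h compound pretreatment; cell ATP read after overnight thapsigargin exposure of roughly 18 to 22 hours; normalized against plate controls of thapsigargin alone and 5% DMSO vehicle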
Yfh1-off respiration: mitochondrial function rescue without frataxin homolog – Friedreich's ataxia, plus single-dose screen, dose response (AID 1465). fold induction at 50 µM, or EC50 in µM where a hit was titrated. hit rate 0.074% among 220,000. S. cerevisiae Yfh1-off respiration, WST-1 reduction, 72 h; higher fold induction means a stronger effect;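 active = fold induction of absorbance versus untreated yeast above a set limit, then at least 30% activation at any dose in follow-up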;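 also: activators that raise dye reduction in frataxin-depleted yeast; strong numbers were not always called active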
RSV CPE inhibition: RSV antiviral activity via CPE protection, HEp-2 cells, primary 10 µM value included (AID 2391) | HEp-2 cells, RSV-induced CPE inhibition; higher % means a stronger effect | CPE inhibition, % at 10 µM; hits with a dose series show IC50 in µM | hit rate 0.13% among 310,000; in the data active = a potency from the dose series; also: strong numbers were not always called active
WT yeast gro inh mutant strain: further read-out of WT yeast gro inh, marked with its call; inhibition, %; mitochondrial fusion phenotypic screen, mutant strain inhibition
NS5 inhibitors pilot replicate: recorded beside NS5 inhibitors, whose call it bears; inhibition, %; measured here: pilot screen replicate inhibition
The depositor's hits bear a star; i = inactive; / = no result given; [ ] = another dose, or the depositor's remark.

SMILES | NS5 inhibitors | UTI89 phage lysis | West Nile antiviral | Large T inhibition | XIAP displacement | WT yeast gro inh | WT yeast gro inh mutant strain | CSM14.1 death rescue | Yfh1-off respiration | RSV CPE inhibition | others
Cc1cc(NC(=O)CCOc2ccccc2)no1 | -9% | 0.5% | 0.3% | / | -12% | / | / | -2.4% | i | 0.4%
COc1ccc(C(=O)OCC(=O)NCc2ccco2)cc1OC | -3% | 1.2% | 0.4% | 8% | -0.2% | 2 | 6 | -1.0% | i | 1.7%
CC(=O)NCCC(=O)Nc1ccc(F)cc1C | 2% | 1.0% | 0.2% | -2% | -3.5% | -9 | 1 | -1.2% | i | 3.3%
Cc1cc(NC(=O)c2ccc(Cl)cc2)n(CCC#N)n1 | 6% | 9.6% | -0.4% | 7% | / | / | / | / | / | 1.0%
Cc1nc(SCC(=O)c2ccccc2)[nH]c(=O)c1Oc1ccc(Cl)cc1 | 0% | -0.3% | 0.0% | 6% | / | / | / | / | i | 5.0%
Cc1nc2ccc(S(=O)(=O)NCC(=O)NC(C)c3ccccc3)cc2s1 (stereo unspecified) | -5% | -0.1% | 0.4% | 7% | -5.7% | -1 | 4 | -4.0% | i | 3.0%
CCn1c(N2CCN(S(=O)(=O)c3ccc(Cl)cc3)CC2)nc2ccccc21 | -1% | 0.4% | -1.3% | -15% | -12% | 3 | 2 | 7.6% | i | -2.3%
COC(=O)c1c(C(=O)OC)c2ccccn2c1C(=O)c1ccccc1 | -5% | -0.9% | -0.8% | 10% | / | / | / | / | / | 3.8%
CC(CN1CCC(O)CC1)c1ccccc1 (stereo unspecified) | -11% | 0.3% | 0.0% | 6% | / | / | / | / | / | 1.8%
COc1cccc2c1C(=O)O/C2=C/c1ccc2c(c1)OCO2 | -2% | 4.2% | -0.2% | 13% | -19% | 7 | 22 | -4.8% | i | 7.7%
COc1cc(C2C(C(=O)c3ccc(C)o3)=C(O)C(=O)N2Cc2ccccc2)ccc1O (stereo unspecified) | -3% | -0.8%[50 µM] | / | 20% | / | / | / | / | / | 1.8%
C=C(C)CNC(=O)CCc1nnc(C2(c3ccc(Cl)cc3)CCC2)o1 | / | 0.2% | -1.1% | -2% | -7.1% | 0 | -3 | 0.7% | i | 1.0%
Brc1ccc(CSc2nnc(Cc3c[nH]c4ccccc34)o2)cc1 | 1% | 1.8% | / | 5% | -2.6% | 68* | 25* | -3.0% | / | 11%
O=C(NCc1ccc(F)cc1)c1cc(S(=O)(=O)N2CCOCC2)ccc1F | -2% | 3.0% | -0.5% | -2% | -5.4% | -1 | -12 | -2.0% | i | -0.9%
CCC(=O)N1CCc2cc(S(=O)(=O)CCC(=O)NCc3ccc(C)cc3)ccc21 | 1% | 0.2% | -0.5% | 2% | / | / | / | / | / | 0.5%
O=C(NNC(=S)NC(=O)c1ccccc1)c1cccc([N+](=O)[O-])c1 | -7% | 0.2% | 1.9% | 11% | / | / | / | / | / | -0.1%
CCOC(=O)c1nc(SC)n(C)c1C(=O)OCC | 0% | -0.2%[50 µM] | 1.9% | 8% | / | / | / | / | i | 1.6%
Nc1c(-c2cccs2)cnn1-c1nc(-c2ccc(F)cc2)cs1 | -5% | 0.9% | 0.4% | 7% | -4.7% | -10 | -17 | -0.3% | i | 0.3%
COc1ccc(/C=C2\SC(=O)N(CCC(=O)NCCCn3ccnc3)C2=O)cc1 | -6% | 0.3% | -0.6% | 6% | / | / | / | / | / | 0.8%
CCOC(=O)N1CCN(C(=O)CCc2c(C)nc3nc(C)nn3c2C)CC1 | -1% | 7.4% | 0.4% | 3% | -1.9% | -21 | -11 | 1.3% | i | 0.7%
CCOc1ccc(-n2c(SCC(=O)N3CCc4ccccc43)nnc2-c2c[nH]c3ccccc23)cc1 | -2% | 1.5% | / | 4% | -8.1% | 14 | -10 | -2.4% | / | 1.5%
Cc1cc(C)c2nc(N3C(=O)C(O)=C(C(=O)c4ccco4)C3c3ccco3)sc2c1 (stereo unspecified) | 1% | -1.8% | -0.2% | 8% | / | / | / | / | / | 20%
COc1ccc(S(=O)(=O)N2CCOC2CNC(=O)C(=O)NCCc2ccc(S(N)(=O)=O)cc2)cc1 (stereo unspecified) | -1% | -0.2% | 1.6% | 4% | / | / | / | / | / | 0.5%
Cc1ccc(CC2C(=O)N(c3cc(Cl)ccn3)C(=O)C2C)cc1 (stereo unspecified) | 4% | 1.8% | -0.1% | 8% | / | / | / | / | i | 1.3%
CN(C(=O)Cn1c(Cl)nc2c1c(=O)n(C)c(=O)n2C)C1CCS(=O)(=O)C1 (stereo unspecified) | -4% | 0.8%[50 µM] | / | 7% | / | / | / | / | / | -1.0%
SMILES | NS5 inhibitors | UTI89 phage lysis | West Nile antiviral | Large T inhibition | XIAP displacement | WT yeast gro inh | WT yeast gro inh mutant strain | CSM14.1 death rescue | Yfh1-off respiration | RSV CPE inhibition | others
O=C(Nc1nc2ccc(SC(F)F)cc2s1)c1ccc(NS(=O)(=O)c2ccc(F)c(F)c2)cc1 | 0% | -1.8%[50 µM] | 0.3% | -1% | -2.8% | -2 | -28 | -0.9% | i | 1.4%
O=C(C1CCC(=O)N1Cc1cccs1)N1CCOCC1 (stereo unspecified) | -4% | -0.2% | -0.4% | 7% | -2.6% | 7 | 5 | 1.3% | i | 0.6%
CC(=O)N1CCN(c2ccc(NC(=O)c3ccc(OCc4ccccc4)cc3)cc2)CC1 | -7% | 0.3% | -0.6% | 18% | 3.7% | 3 | 0 | -1.7% | i | 1.5%
Cc1cccc(N2C(N)=NC(N)=NC23CCCCC3)c1 | -1% | 3.2% | / | 23% | -4.1% | 7 | 12 | -0.4% | / | 0.9%
O=C(COC(=O)c1ccc(CNS(=O)(=O)c2ccc(F)c(Cl)c2)cc1)NCC1CCCCC1 | 1% | 1.8% | 0.1% | 12% | -6.7% | 0 | 13 | 1.6% | i | 0.8%
CCN(CC)S(=O)(=O)c1ccc(N2CCN(c3ccccc3OC)CC2)c(N)c1 | -11% | 0.5% | -0.6% | 6% | / | / | / | / | / | 1.1%
CN(C)c1ccc(-c2nn3c(C4CCCCC4)nnc3s2)cc1 | 3% | 0.5% | 0.3% | 11% | -7.5% | -8 | 2 | -1.2% | i | 18% | NS5 inhibitors pilot replicate=-2.1
CCOC(=O)c1sc(NC(=O)C(C)Sc2nnc(N)s2)nc1C (stereo unspecified) | -2% | 1.7% | -0.7% | -1% | -18% | -15 | 10 | 0.3% | i | -0.5%
CC(C)(C)OC(=O)C(Cl)(C(=O)OC(C)(C)C)c1ccc2nnnn2n1 | 1% | 0.6% | 1.2% | 28% | -4.1% | -4 | -13 | / | i | /
C[n+]1ccc(C(=O)NCc2ccccc2)cc1 | 11% | -0.4% | 0.9% | 7% | / | / | / | / | / | 1.1%
COc1ccc(C(=O)c2c[nH]c(C(=O)NCC3CCCO3)c2)cc1 (stereo unspecified) | 0% | 0.5% | 1.5% | 2% | -3.6% | -13 | -10 | -2.2% | i | -0.6%
CC(=O)c1nc(N2C(=O)C3CC=C(C)CC3C2=O)sc1C (stereo unspecified) | -2% | 1.6% | 0.1% | 1% | -3.7% | 16 | -9 | / | i | 0.9%
CCOC(=O)c1sc(NC(=O)CSc2ncccn2)nc1C | 3% | 0.9%[50 µM] | -0.3% | 1% | / | / | / | / | / | 4.8%
COc1ccc(NC2=C(Cl)C(=O)N(c3ccccc3)C2=O)c(OC)c1 | 1% | 0.1% | 0.5% | 33% | -4.7% | 3 | -4 | -0.4% | i | 0.6%
Cc1nn(C)cc1S(=O)(=O)N1CCN(c2ccccc2)CC1 | -4% | 0.9% | -0.5% | 24% | / | / | / | / | / | 0.3%
CC(C)C(NC(=O)OC(C)(C)C)C(=O)NC(CCC(=O)OCc1ccccc1)C(N)=O (stereo unspecified) | -9% | 0.1% | 0.3% | 2% | -2.7% | -3 | 2 | -0.2% | i | -0.9%
CC(C)(C)CNc1cc(N2CCCC2)ccc1[N+](=O)[O-] | -5% | 9.4% | -0.9% | 1% | -0.3% | -32 | -35 | 5.3% | i | 1.6%
COCCNCCCCOc1ccc(C)cc1[N+](=O)[O-] | 0% | 0.1% | 0.5% | 12% | -5.8% | 3 | 3 | 12% | i | 0.7%
CCOc1cc(C(=S)N2CCCC2)ccc1OC | 1% | 0.2% | -0.3% | 5% | / | / | / | / | / | 1.0%
Cc1cc(NC(=O)CSc2nc3ccccc3n2CC(C)C)no1 | -2% | -0.7% | -1.3% | 5% | -6.0% | 11 | 15 | -0.3% | i | 4.2%
CN(C(=S)NC(=O)c1ccc(Br)o1)c1ccccc1 | -2% | -0.8% | -0.1% | 12% | -1.3% | -16 | 3 | 2.4% | i | 1.1%
CN1CCN(CCOc2ccc(Cc3ccccc3)cc2)CC1 | -2% | 0.4% | -0.4% | 9% | / | / | / | / | / | -1.2%
O=C1c2ccccc2C(=O)N1OCc1c(F)cccc1Cl | -7% | -0.3% | 0.2% | 25% | -9.3% | -7 | 1 | -0.6% | i | 0.6%

3 entries out of the list, ordered by SMILES length, rising:
SMILES | NS5 inhibitors | UTI89 phage lysis | West Nile antiviral | Large T inhibition | XIAP displacement | WT yeast gro inh | WT yeast gro inh mutant strain | CSM14.1 death rescue | Yfh1-off respiration | RSV CPE inhibition | others
CCOc1cc(C(=S)N2CCCC2)ccc1OC | 1% | 0.2% | -0.3% | 5% | / | / | / | / | / | 1.0%
O=C1c2ccccc2C(=O)N1OCc1c(F)cccc1Cl | -7% | -0.3% | 0.2% | 25% | -9.3% | -7 | 1 | -0.6% | i | 0.6%
COc1ccc(C(=O)c2c[nH]c(C(=O)NCC3CCCO3)c2)cc1 (stereo unspecified) | 0% | 0.5% | 1.5% | 2% | -3.6% | -13 | -10 | -2.2% | i | -0.6%

In the list so far, 3 have a tert-butyl group:
SMILES | NS5 inhibitors | UTI89 phage lysis | West Nile antiviral | Large T inhibition | XIAP displacement | WT yeast gro inh | WT yeast gro inh mutant strain | CSM14.1 death rescue | Yfh1-off respiration | RSV CPE inhibition | others
CC(C)(C)OC(=O)C(Cl)(C(=O)OC(C)(C)C)c1ccc2nnnn2n1 | 1% | 0.6% | 1.2% | 28% | -4.1% | -4 | -13 | / | i | /
CC(C)C(NC(=O)OC(C)(C)C)C(=O)NC(CCC(=O)OCc1ccccc1)C(N)=O (stereo unspecified) | -9% | 0.1% | 0.3% | 2% | -2.7% | -3 | 2 | -0.2% | i | -0.9%
CC(C)(C)CNc1cc(N2CCCC2)ccc1[N+](=O)[O-] | -5% | 9.4% | -0.9% | 1% | -0.3% | -32 | -35 | 5.3% | i | 1.6%

Outcome played no part in choosing rows. Share with any hit: about 2.2%.
